Assay outcomes from PubChem BioAssay.
TCR CD3 inh: inhibitors of human TCR-CD3 interaction, primary screen, biochemical, fluorescence, TAMRA-labeled TCR probe; 360,000 tested, 0.37% active; T-cell receptor (TCR); AID 651800, 2012; inhibition, % at 9.4 µM; in the data active means inhibition above about 19%;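 further: recombinant mutant TCR 2C K166C tagged with TAMRA read by polarization; 0% = receptor in buffer alone and 100% = receptor with positive control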
UHRF1 MBD2 ctr: UHRF1 methylated DNA binding inhibitors, primary screen, counter-screen for MBD2 inhibitor project, biochemical, TR-FRET, human UHRF1, single concentration. 370,000 tested, 0.75% active. inhibition, % at 4.4 µM. UHRF1 binding to methylated oligo; in the data active means inhibition above about 21%;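 further: UHRF1 SRA domain binding a hemimethylated CpG hairpin DNA probe; 0% = median of test compound wells and 100% = reference inhibitor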
MBD2 inh: inhibitors of MBD2 binding to methylated DNA, primary screen, biochemical, TR-FRET, DNA-binding domain, human | Methyl-CpG-binding domain protein 2 (Homo sapiens), Q9UBB5 | MBD2 binding to methylated oligonucleotide | inhibition, % at 4.4 µM | 370,000 tested, 0.31% active | AID 686964, 2013; in the data active means inhibition above about 13%
ABHD4 inh: ABHD4 inhibitors, primary screen, biochemical, fluorescence polarization, mouse; (Lyso)-N-acylphosphatidylethanolamine lipase (Mus musculus), Q8VD66; purified mABHD4, FP-Rh probe fluorescence polarization; inhibition, % at 8.92 µM; 370,000 tested, 0.54% active;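 active means inhibition exceeding the mean over every tested compound plus 3 SD, cut at about 30% in these data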;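 further: 0% = plate median of compound wells and 100% = S159A mutant with DMSO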
Target sequence (Q8VD66 whole entry, looked up): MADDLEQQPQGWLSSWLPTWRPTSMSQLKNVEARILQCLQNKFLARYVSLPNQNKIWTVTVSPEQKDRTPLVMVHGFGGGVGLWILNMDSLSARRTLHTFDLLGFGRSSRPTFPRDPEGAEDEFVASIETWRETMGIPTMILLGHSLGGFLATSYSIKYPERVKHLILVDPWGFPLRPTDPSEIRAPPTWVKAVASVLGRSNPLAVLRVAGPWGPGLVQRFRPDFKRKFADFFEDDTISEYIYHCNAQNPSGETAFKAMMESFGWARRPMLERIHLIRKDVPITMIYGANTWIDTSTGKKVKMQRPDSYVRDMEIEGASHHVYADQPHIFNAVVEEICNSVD
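Assay system: wild-type mouse ABHD4 protein; compound: single nominal dose of 8.92 µM, 0.89% DMSO final; schedule: 45 min + 60 min at 25 °C; measured by: FP readout, ex 525 nm / em 598 nm; evaluation: % inhibition of FP-Rh probe binding versus controls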
PRMT1 FP inh: PRMT1 methyltransferase inhibitors, primary screen, biochemical, fluorescence polarization; Protein arginine N-methyltransferase 1 (Homo sapiens), Q99873; inhibition, % at 2.79 µM; 370,000 tested, 1.3% active; recombinant PRMT1, activity-based probe fluorescence polarization;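 active means inhibition above about 21% made by adding two undisclosed values, limit read from the data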
rCAG binder: binders of r(CAG) RNA repeats, primary screen, biochemical, fluorescence; r(CAG) RNA repeat, TO-PRO-1 dye displacement fluorescence; inhibition, % at 3 µM; 370,000 tested, 1.3% active; AID 651821, 2012;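 active means inhibition above the plate cutoff, the mean of all test compounds on that plate plus 3 SD, cut at about 35% in these data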;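 further: 0% = DMSO alone and 100% = 100 µM mitoxantrone as full dye displacement; higher means more dye released from RNA so lower well fluorescence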
HTRA1 inh: HTRA1 serine protease inhibitors, primary screen, biochemical, fluorescence polarization, HTS. Q92743. recombinant HTRA1, FP-rhodamine activity-based probe. inhibition, % at 5.96 µM. 340,000 tested, 0.5% active; in the data active means inhibition above about 36%;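 further: 0% = enzyme with DMSO and 100% = wells lacking enzyme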
Target sequence (Q92743 whole entry, looked up): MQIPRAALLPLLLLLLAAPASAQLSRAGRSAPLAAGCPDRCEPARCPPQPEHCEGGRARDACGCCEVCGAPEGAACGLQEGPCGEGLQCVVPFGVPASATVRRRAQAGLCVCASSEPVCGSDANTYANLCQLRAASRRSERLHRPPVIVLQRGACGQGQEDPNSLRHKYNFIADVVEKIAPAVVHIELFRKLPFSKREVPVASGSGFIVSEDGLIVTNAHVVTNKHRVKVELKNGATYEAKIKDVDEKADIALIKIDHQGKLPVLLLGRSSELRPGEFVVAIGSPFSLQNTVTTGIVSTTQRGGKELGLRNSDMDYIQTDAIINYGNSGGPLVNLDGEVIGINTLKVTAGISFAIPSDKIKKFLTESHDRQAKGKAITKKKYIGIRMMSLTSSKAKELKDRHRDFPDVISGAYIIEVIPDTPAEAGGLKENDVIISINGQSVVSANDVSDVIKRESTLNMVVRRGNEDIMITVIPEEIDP
PG9 Ab binder: binders of HIV-1 gp120 antibody PG9, primary screen, biochemical, TR-FRET; HIV-1 gp120 / PG9 antibody interaction; TR-FRET gp120-PG9 antibody binding; inhibition, % at 6.7 µM; 360,000 tested, 0.43% active; AID 624416, 2012; in the data active means inhibition above about 8.5%
LEDGF integ inh: blockers of LEDGF/p75-dependent integrase strand transfer – biochemical, TR-FRET, high throughput, primary screen; TR-FRET IN-LEDGF/p75 DNA integration, Eu/Cy5; inhibition, % at 3.7 µM; 370,000 tested, 0.64% active;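 active means inhibition above the screen-wide mean plus 3 SD, cut at about 13% in these data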;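 further: signal is the Cy5 over europium emission ratio at 671 and 618 nm; 0% = plate median of compound wells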
NR1D1 modulator: modulators of Rev-erb alpha DNA binding, primary screen, biochemical, FITC-DNA, fluorescence polarization, uHTS. Nuclear receptor subfamily 1 group D member 1 (Homo sapiens), P20393. Rev-erbα–FITC-DNA binding, 90 min. activity, % at 10 µM. 370,000 tested, 0.79% active;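 active means activity above about 14%, limit read from the data; passing the limit was not always enough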;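 further: 0% = DMSO wells with 35 nM protein and 100% = DMSO wells with 750 nM protein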
* marks the source's active call; other numbers are inactive results; x = no result given. An excerpt, so the mix of outcomes need not match the whole.

SMILES | TCR CD3 inh | UHRF1 MBD2 ctr | MBD2 inh | ABHD4 inh | PRMT1 FP inh | rCAG binder | HTRA1 inh | PG9 Ab binder | LEDGF integ inh | NR1D1 modulator
O=C(O)c1ccc(NC2=Nc3cccc4cccc2c34)cc1 | 3 | -2 | -2 | -1 | -1 | 2 | 3 | -1.8 | 1 | -1
O=C(NCc1cn2ccccc2n1)c1ccco1 | 1 | -3 | -1 | 1 | -5 | 2 | 1 | -0.5 | 3 | 2
COc1ccc([C@H]2[C@H](C(=O)C(C)(C)C)N3N=Cc4ccccc4C3[C@]23N=C(c2ccccc2)OC3=O)cc1 (stereo partly drawn) | 9 | -2 | 0 | 0 | 0 | 9 | -9 | 0.2 | -4 | -3
COc1ccc(CCN(C)C(=O)C2CC(=O)N(Cc3ccc(C)cc3)C2)cc1OC (stereo not drawn) | -1 | -5 | -2 | -2 | -1 | 1 | 1 | 0.1 | 1 | 1
CCOC(=O)C1CC(c2ccc(Cl)cc2)=NNC1=O (stereo not drawn) | 4 | 1 | 4 | -4 | 2 | 3 | -2 | -3.4 | 3 | -2
CCOC(=O)N1CCC(NC(=O)CCc2c(C)nc3nc(C)nn3c2C)CC1 | 10 | -1 | 0 | 4 | 1 | -2 | 2 | -4.6 | 1 | 1
O=C1COc2ccc(C(=O)COC(=O)Cn3cnc4ccccc43)cc2N1 | 0 | 0 | -4 | 2 | 0 | 7 | 6 | -0.1 | -2 | 2
CCCCNC(=O)CC1NCCNC1=O (stereo not drawn) | -1 | 0 | -2 | 4 | -2 | -4 | 1 | 1.6 | 3 | -6
O=C(O)c1cc(-c2ccc(N3CCOCC3)cc2)nn1-c1ccc(F)cc1 | 2 | 0 | -4 | 2 | -3 | 6 | 3 | -3.6 | 1 | 0
Cc1ccccc1CSCCC(=O)NCCC1=CCCCC1 | 10 | -2 | -8 | -10 | 1 | -6 | -5 | 0.7 | -3 | -3
CCCCN(CC)CCNC(=O)c1cc2c(C)nc3ccccc3c2o1 | 0 | 5 | 3 | 0 | 1 | 0 | -5 | 1.6 | -5 | 2
CC(C)c1nnc(NC(=O)CCC(=O)N2CCN(c3ccccn3)CC2)s1 | 4 | 5 | 0 | -3 | 1 | -7 | -1 | 1.2 | 2 | -3
CCCCN1C(C)=CC(=C2C(=O)c3ccccc3C2=O)C=C1C | -4 | -4 | -3 | 2 | -4 | -3 | 0 | -0.8 | 2 | 2
Cc1ccc2c(c1)c1c3n2CCCN(Cc2ccccc2)C3CCC1 (stereo not drawn) | 0 | 5 | -5 | 4 | -3 | -2 | -3 | -0.3 | 1 | 6
Cc1cccc(NC(=O)CSCC(=O)NCc2cccc(C(F)(F)F)c2)c1 | -3 | -1 | 4 | 0 | 0 | -8 | -10 | -0.1 | 3 | -4
CCOc1ccc(CN2CCC(Cc3ccccc3)CC2)cc1 | 10 | 3 | 6 | 11 | 5 | 0 | 2 | 1.0 | -3 | -3
Cc1cc(-c2nc(-c3ccncc3)no2)ccc1[N+](=O)[O-] | 5 | -2 | -2 | 5 | -3 | 3 | 0 | 0.3 | -2 | -5
Cc1cc(=O)n2c(-c3ccccc3C)n[nH]c2n1 | -1 | 4 | 4 | 2 | 1 | 1 | -1 | -0.3 | -2 | -3
O=C1COc2ccc(S(=O)(=O)N3CCN(c4ccccc4F)CC3)cc2N1 | 0 | -2 | -1 | 1 | 0 | -1 | -2 | -0.2 | 2 | 3
CCOc1ccc(/C=C2\SC(=S)NC2=O)cc1OC | 4 | -4 | 1 | -7 | -2 | 27 | -6 | -5.3 | -1 | -1
Cc1cc(NC(=O)COC(=O)c2ccc(C)c(C)c2)no1 | 0 | 1 | -5 | -1 | 0 | -1 | -2 | 2.8 | 1 | 1
c1cnc(N2CCN(c3cnccn3)CC2)nc1 | 5 | -4 | -2 | -2 | -1 | -2 | -2 | -0.5 | 4 | 1
CN(C(=O)CSc1nc(-c2ccccc2)c(-c2ccccc2)o1)C1CCS(=O)(=O)C1 (stereo not drawn) | -6 | 0 | 2 | -3 | 2 | -2 | -4 | -1.8 | -1 | -3
OCCn1c(-c2ccc3c(c2)OCO3)csc1=Nc1ccccc1 | 0 | 0 | 0 | -2 | 32* | -1 | 3 | -0.9 | -1 | 1
CCOC(=O)Cn1c(C)nc2ccccc21 | 2 | 0 | 0 | -4 | -1 | -3 | 2 | -2.1 | 2 | 4

New compounds follow
SMILES | TCR CD3 inh | UHRF1 MBD2 ctr | MBD2 inh | ABHD4 inh | PRMT1 FP inh | rCAG binder | HTRA1 inh | PG9 Ab binder | LEDGF integ inh | NR1D1 modulator
CC(C)CC(NC(=O)C(Cc1ccc(OCc2ccccc2)cc1)NC(=O)OC(C)(C)C)C(N)=O (stereo not drawn) | 6 | 0 | 1 | 2 | 1 | -8 | -8 | 0.1 | 0 | -6
O=C1c2ccccc2NC(c2cn[nH]c2-c2ccccc2)N1O (stereo not drawn) | 0 | 1 | -2 | 13 | 1 | 4 | 12 | -2.9 | 2 | 0
CCC(C)C(NC(=O)C1CCC(C)CC1)C(=O)NC(C(=O)OC)C(C)C (stereo not drawn) | -4 | 5 | 2 | 0 | -2 | 0 | 7 | 0.4 | -3 | -4
c1coc(CNc2c3c(nc4ccccc24)CCC3)c1 | 3 | 1 | 4 | 1 | 2 | 5 | 8 | -1.6 | 3 | -1
C=CCC[C@@H](CCCCC)OC(=O)/C=C/[C@H](O)[C@@H](O)C[C@@H](O)CC=C | 3 | 0 | 0 | -6 | -5 | -1 | x | -3.6 | 1 | -11
CCC(=O)N1c2ccc(S(=O)(=O)CCC(=O)NCc3ccc4c(c3)OCO4)cc2CC1C (stereo not drawn) | 9 | 2 | 2 | 3 | 1 | -4 | -7 | -0.4 | 2 | -3
Nc1c(N2CCCCC2)c2ccccc2oc1=O | 6 | -2 | -8 | 3 | 3 | -4 | 0 | -2.5 | 1 | -3
c1ccc2oc(-c3csc(N4CCOCC4)n3)cc2c1 | 2 | 11 | 6 | 2 | 0 | 2 | -4 | 0.6 | -2 | -5
CN1C(=O)c2cccc(NC(=O)C3CCCCC3)c2C1=O | 4 | -1 | -7 | 4 | 2 | 0 | -3 | -0.5 | 0 | 2
O=C(NCC1CCCO1)c1nc2c(nnn2Cc2ccc(F)cc2)c(=O)[nH]1 (stereo not drawn) | 4 | 4 | -2 | 5 | -3 | 5 | 5 | -1.7 | -1 | 0
O=C(N/N=C/c1ccoc1)c1cc(O)cc(O)c1 | 20* | 28* | 5 | 16 | 10 | 11 | 13 | -2.3 | 8 | -24
COc1ccc(NC(=O)CCCn2c(=O)oc3ccccc32)cc1Cl | -1 | 2 | 0 | -8 | -2 | -1 | -3 | -1.1 | -1 | -3
COc1cccc(NC(=O)c2cccc(N3C(=O)C4C5C=CC(C5)C4C3=O)c2)c1 (stereo not drawn) | 3 | 1 | -6 | -3 | 1 | -1 | -6 | -2.5 | 2 | 2
COc1cc(NC(=O)CSc2nnc3c(n2)[nH]c2ccc(S(=O)(=O)NC(C)C)cc23)cc(OC)c1OC | 1 | 5 | -4 | 13 | 3 | 22 | -5 | -4.4 | -1 | -4
CC(NC(=O)c1ccc(S(C)(=O)=O)cc1)c1cccc2ccccc12 (stereo not drawn) | 12 | 3 | -4 | 1 | -4 | 2 | -3 | -0.2 | 3 | -5
Cc1ccc(/C=N/N(Cc2ccccc2)c2ccccc2)o1 | 6 | -3 | 4 | 9 | 5 | -2 | -3 | -2.5 | -2 | 6
O=C1CCc2cc(S(=O)(=O)NCc3ccccc3Cl)cc3c2N1CC3 | -2 | -1 | 0 | 7 | -3 | -3 | -7 | 0.9 | -3 | 0
C=CCNC(=O)/C(=C\C=C\c1ccccc1)NC(=O)c1ccccc1Cl | 0 | -5 | -6 | 2 | 1 | -1 | -1 | -10 | 1 | -6
CCn1cc(CNC(=O)c2cc(Cl)ccc2OC)c(C)n1 | 10 | 0 | -4 | -2 | -1 | 0 | 1 | 0.3 | -3 | -2
CSc1ccc(CN(C)C(=O)C2CCN(C(=O)Nc3ccccc3)CC2)cc1 | 13 | 1 | 3 | 0 | -1 | -1 | -11 | -1.6 | 2 | 6
CCN1CCN(CC(=O)c2ccc(C)cc2)CC1 | -3 | -3 | 4 | 6 | 0 | -2 | 0 | -0.1 | 1 | -5
Cc1nnc(SCC(=O)NCc2ccc(Cl)cc2)[nH]c1=O | 9 | 13 | 6 | 3 | 13 | 4 | -2 | 1.7 | -3 | 5
Clc1ccc(Cn2nnc(-c3ccc(CN4CCOCC4)cc3)n2)cc1 | 3 | -4 | -1 | 1 | -1 | -1 | -10 | -3.0 | -3 | -5
CCOc1ccccc1C(=O)Nc1cccc(-c2nnc(-c3ccccc3)o2)c1 | 3 | -2 | 1 | -1 | -4 | 3 | -7 | -1.5 | -2 | -5
COc1cc(NC(=O)CN2C(=O)c3ccccc3Sc3ccc(C(=O)N4CCOCC4)cc32)cc(OC)c1OC | -8 | 4 | 3 | -5 | -1 | 9 | 1 | 0.0 | 1 | 8

Continued, overlapping the part above by 4 compounds.
SMILES | TCR CD3 inh | UHRF1 MBD2 ctr | MBD2 inh | ABHD4 inh | PRMT1 FP inh | rCAG binder | HTRA1 inh | PG9 Ab binder | LEDGF integ inh | NR1D1 modulator
Cc1nnc(SCC(=O)NCc2ccc(Cl)cc2)[nH]c1=O | 9 | 13 | 6 | 3 | 13 | 4 | -2 | 1.7 | -3 | 5
Clc1ccc(Cn2nnc(-c3ccc(CN4CCOCC4)cc3)n2)cc1 | 3 | -4 | -1 | 1 | -1 | -1 | -10 | -3.0 | -3 | -5
CCOc1ccccc1C(=O)Nc1cccc(-c2nnc(-c3ccccc3)o2)c1 | 3 | -2 | 1 | -1 | -4 | 3 | -7 | -1.5 | -2 | -5
COc1cc(NC(=O)CN2C(=O)c3ccccc3Sc3ccc(C(=O)N4CCOCC4)cc32)cc(OC)c1OC | -8 | 4 | 3 | -5 | -1 | 9 | 1 | 0.0 | 1 | 8
COc1ccc(N2Cc3ccccc3C2=O)cc1 | 2 | -5 | -2 | -1 | -3 | 0 | -11 | -0.4 | 0 | -2
CC(=O)N1CC(C)Oc2ccc(S(=O)(=O)NC(CC(=O)O)c3ccccc3)cc21 (stereo not drawn) | 4 | -1 | 0 | 5 | -3 | 5 | -1 | 6.3 | 5 | 3
Nc1cccc(-c2cc(-c3ccccc3)nc(-c3cccc(N)c3)n2)c1 | 3 | 1 | 1 | 12 | 1 | 35* | 22 | 2.8 | 1 | 1
Cc1cc(C(=O)OCC(=O)Nc2nc(-c3ccccc3)cs2)c(C)o1 | -3 | 0 | 3 | -5 | 2 | 1 | -1 | -0.9 | 3 | 2
C=CCn1c(O)c(C=Nc2ccccc2)sc1=S | -7 | -2 | -4 | -6 | 9 | 5 | -4 | -2.9 | -3 | -5
COC(=O)c1ccc(NC(=O)CSc2nnc(CNc3ccc(F)cc3)n2C)cc1 | 5 | -1 | 0 | -1 | -1 | -3 | -1 | -0.5 | -3 | -2
